VLA-4 antagonist – inhibitors of LDV-FITC ligand binding to Mn2+-activated human VLA-4 integrin | P13612 | Jurkat cells, LDV-FITC binding with Mn2+, flow cytometry; 100% = Mn2+-driven binding gain fully reversed | inhibition, % at 10 µM (by protocol) | hit rate 0.2% among 24,000;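 active = inhibition above 50%; inconclusive = compound itself fluorescent, judged against control cell fluorescence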;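 also: 0% = Mn2+ stimulated cells lacking compound and 100% = ligand binding without Mn2+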
Target sequence (P13612 whole entry, looked up): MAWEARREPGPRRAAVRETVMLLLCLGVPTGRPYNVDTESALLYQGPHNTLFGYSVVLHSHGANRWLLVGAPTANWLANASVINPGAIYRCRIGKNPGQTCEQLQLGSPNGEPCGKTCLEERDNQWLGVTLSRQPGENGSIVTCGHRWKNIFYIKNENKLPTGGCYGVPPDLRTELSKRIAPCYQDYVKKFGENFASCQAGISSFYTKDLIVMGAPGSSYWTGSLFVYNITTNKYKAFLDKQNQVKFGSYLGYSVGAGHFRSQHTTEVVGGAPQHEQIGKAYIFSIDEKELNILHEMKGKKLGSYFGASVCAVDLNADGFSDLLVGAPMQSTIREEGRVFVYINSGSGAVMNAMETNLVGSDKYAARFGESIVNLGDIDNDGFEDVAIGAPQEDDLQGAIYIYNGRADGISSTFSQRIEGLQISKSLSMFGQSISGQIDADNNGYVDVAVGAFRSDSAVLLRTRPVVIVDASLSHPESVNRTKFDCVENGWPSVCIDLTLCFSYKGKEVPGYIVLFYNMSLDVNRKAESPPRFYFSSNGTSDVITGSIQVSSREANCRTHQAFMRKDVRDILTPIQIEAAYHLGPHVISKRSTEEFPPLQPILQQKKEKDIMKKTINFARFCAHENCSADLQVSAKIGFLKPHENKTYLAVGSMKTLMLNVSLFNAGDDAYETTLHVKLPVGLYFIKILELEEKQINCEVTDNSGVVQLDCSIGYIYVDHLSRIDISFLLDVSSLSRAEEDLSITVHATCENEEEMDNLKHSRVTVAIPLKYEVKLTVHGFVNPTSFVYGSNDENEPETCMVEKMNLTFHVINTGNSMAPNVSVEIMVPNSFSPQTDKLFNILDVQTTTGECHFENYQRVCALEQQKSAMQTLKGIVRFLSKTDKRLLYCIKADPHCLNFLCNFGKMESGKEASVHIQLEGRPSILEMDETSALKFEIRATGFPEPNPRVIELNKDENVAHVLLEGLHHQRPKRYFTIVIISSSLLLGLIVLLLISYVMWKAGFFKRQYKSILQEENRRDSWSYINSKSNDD
LNCaP diff act – promotes differentiation of LNCaP prostate cells | flow cytometry side scatter, 4 d | hit rate 0.56% among 24,000 | side scatter shift, % at 10 µM | AID 795;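 active = side scatter shift above 30%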;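 also: androgen-responsive LNCaP prostate cancer cells in charcoal-stripped serum medium; percent of cells past a gate set so DMSO wells show 10% shift; higher shift means more granular cells and more differentiation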
Jurkat autofluor – counter-screen for VLA-4 integrin: compound autofluorescence in Jurkat cells. flow cytometry; stronger effect = higher value; 1 = vehicle-only cell background. fluorescence ratio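 (tested at 10 µM compound in the well)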. hit rate 0.61% among 24,000. AID 576;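 active = fluorescence ratio above 2.44, which is 1 plus 3 SD of all ratios; inconclusive = signal too bright to measure linearly, ratio around 10 or more; inactive = fluorescence ratio below 2.44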;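 also: green fluorescence of cells measured with 488 nm excitation and 530 nm emission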
VLA-4 agonist – allosterically activates the human VLA-4 integrin; P13612; Jurkat cells, LDV-FITC binding, flow cytometry; activation, % at 10 µM (by protocol); 24,000 tested, under 10 active; AID 528;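 active = fluorescent ligand binding to cells raised by more than 40% of the manganese-induced maximum; inconclusive = compound's own fluorescence above 85% of the ligand control signal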;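 also: 0% = ligand binding without compound and 100% = manganese-stimulated maximal binding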
The depositor's hits bear a star; ? = inconclusive. Some of the compounds tested, so the mix of outcomes need not match the whole.

SMILES	VLA-4 antagonist	LNCaP diff act	Jurkat autofluor	VLA-4 agonist
COc1cccc(C2C(C(=O)c3cccs3)=C(O)C(=O)N2CCCn2ccnc2)c1OC (stereo not drawn)	-10.5	13.0	1.01	-2.0
Cc1ccc(NC(=O)c2cc(C)on2)cc1	21.0	5.0	1.07	-2.0
Cc1cc(C(=O)N2CCOCC2)n(-c2ccccc2)n1	-1.0	5.0	1.08	1.0
CCS(=O)(=O)NCC(c1cccnc1)N1CCN(c2ccc(F)cc2)CC1 (stereo not drawn)	-12.0	15.0	1.05	3.0
CC(C)CCNC(=O)CCNS(=O)(=O)c1ccc(Cl)cc1	1.3	5.0	1.01	-2.7
CC1CCN(S(=O)(=O)c2ccc(Br)s2)CC1	-16.0	11.0	0.99	1.0
CCOc1ccc2[nH]c(=O)c(CN(Cc3nnnn3CCc3ccccc3)CC3CCCO3)cc2c1 (stereo not drawn)	-17.5	13.0	1.05	8.0
CCCN(CCC)CCNC(=O)c1cc2c(=O)n(C)c3ccccc3c2n1C	6.0	12.0	1.08	-5.0
COc1ccc(OC)c(Nc2nc(-c3cccs3)cs2)c1	0.3	8.0	1.05	-3.0
COc1ccc(N2C(=O)CCC(C(=O)N3CCC(C(N)=O)CC3)C2c2ccc(F)cc2)cc1 (stereo not drawn)	-1.0	5.0	0.95	2.0
CC(C)(C)n1ncc2c(=O)n(CC(=O)N3CCc4ccccc43)cnc21	14.7	9.0	1.07	3.8
Cn1c(=O)[nH]c(=O)c2c1nc(CN1CCN(c3ccccc3F)CC1)n2CCCc1ccccc1	?	4.0	1.34	?
CCC1CCCCN1CCNC(=O)c1[nH]c(C)c(C(C)=O)c1C (stereo not drawn)	-24.0	9.0	1.02	0.0
O=C(O)Cn1c(O)c(C=Nc2ccccc2)sc1=S	-4.0	7.0	0.93	3.0
Cc1ccc2c(c1C)NC(C(=O)O)C1CC=CC21 (stereo not drawn)	?	16.0	?	?
O=C(CN1C(=O)C2C3C=CC(C3)C2C1=O)N1CCc2ccccc2C1 (stereo not drawn)	?	2.0	1.23	?
Cc1ccc(S(=O)(=O)Cc2ccc(C(=O)N3CCN(c4cc(C)ccc4C)CC3)o2)cc1	4.0	10.0	1.07	-2.0
CCOC(=O)C1CCN(c2cc(C)nc3cc(-c4cccc(F)c4)nn23)CC1	-14.7	9.0	1.03	-0.3
Cc1cc(-c2ccccc2)nc2cc(C(=O)NCCCn3ccnc3)nn12	-8.5	7.0	0.97	4.0
N#CCc1nc2c3c4c(sc3ncn2n1)CCCC4	-3.0	2.0	1.36	-4.0
CCOC(=O)C1=C(c2ccccc2)N2CCN=C2S1	-12.0	13.0	1.05	8.0
Cc1nn(Cc2ccc(Cl)c(Cl)c2)c(C)c1NC(=O)c1noc2c1CCCCC2	4.0	10.0	1.11	-3.0
CCc1nn(CC(=O)NCCCN2CCc3ccccc3C2)c(=O)c2cc3sccc3n12	4.0	11.0	0.99	3.5
COCC(=O)Oc1c(S(=O)(=O)c2ccc(C)cc2)c(C)nn1-c1ccccc1	?	3.0	1.12	?
CC1Cc2nc(SCC(=O)Nc3ccccc3F)n(C)c(=O)c2S1 (stereo not drawn)	5.3	7.0	1.06	-5.7
SMILES	VLA-4 antagonist	LNCaP diff act	Jurkat autofluor	VLA-4 agonist
O=C(NCC1CCCO1)C1CC(c2ccc(Cl)c(Cl)c2)=NO1 (stereo not drawn)	-31.0	28.0	1.03	16.5
CC1CCN(Cc2ccc(NC(=O)C3CCN(c4nnc(-n5cccc5)s4)CC3)cc2)CC1	13.7	10.0	1.18	-1.0
O=C(NC1CCCCC1)C1CCCN(S(=O)(=O)c2cnc[nH]2)C1 (stereo not drawn)	4.0	24.0	1.04	-3.0
CC(C)CCN1CC(C(=O)NCc2ccccc2)CC1=O (stereo not drawn)	-15.7	10.0	1	-2.0
CC(=O)Oc1c(S(=O)(=O)c2ccc(C)cc2)c(C)nn1-c1ccccc1	21.0	6.0	1.03	6.0
Cc1ccc(C2=N/C(=C/N3CCOCC3)C(=O)O2)cc1	-3.3	4.0	1.03	-0.7
CCOc1ccc(-c2nc(C#N)c(N3CCN(Cc4ccccc4)CC3)o2)cc1	5.0	10.0	1.03	1.0
O=C(CCC1CCCCC1=O)c1ccccc1 (stereo not drawn)	6.0	17.0	1.03	1.0
COc1ccccc1NC(=O)CN1CCN(S(=O)(=O)c2ccc(Br)cc2)CC1	-2.0	4.0	1.1	1.0
COC(=O)Nc1ccc(S(=O)(=O)N2CCCc3ccccc32)cc1	36.0	14.0	1.01	-5.0
Cc1nc2ccc(C(=O)O)cc2c2c1CC(C)S2 (stereo not drawn)	-3.5	10.0	1.02	2.0
Cn1c(C(=O)NCCCN2CCCC2=O)cc2c(=O)n(C)c3ccccc3c21	13.0	3.0	1.07	6.0
Cc1nn(C)c(C)c1CNC(=O)c1cc2n(n1)C(C(F)(F)F)CC(c1cccs1)N2 (stereo not drawn)	-5.0	5.0	1.02	2.5
COc1cccc(C2CC(c3ccc(C)cc3)n3ncnc3N2)c1 (stereo not drawn)	-3.0	8.0	1.09	0.0
[O-][n+]1c2c(nn1-c1ccccc1Cl)-c1nonc1CC2	0.0	6.0	1.02	-1.0
CCn1c(N)c(C(=O)NCCCOC)sc1=S	-11.0	11.0	1.06	-2.0
CCOC(=O)CSc1nc2sc(C)c(C)c2c(=O)n1C	-6.0	8.0	1.1	-7.5
Cc1ccc(NC(=O)C2(N(CC(C)C)C(=O)Cn3nnnc3N)CCCCC2)cc1	1.0	5.0	1.14	-11.0
CC(C)(C)OC(=O)N1CC=C2C(C#N)=C(N)C(C#N)(C#N)C(c3cccs3)C2C1 (stereo not drawn)	?	6.0	2.05	?
COc1cc(C(=O)NCc2nnc(SCC(=O)Nc3cccc(C)c3)o2)cc(OC)c1OC	3.0	3.0	1.04	-2.0
CSc1cccc(NC(=O)C2CCN(S(C)(=O)=O)CC2)c1	-17.5	5.0	1.03	-1.0
CCOc1ccccc1C(=O)NC(C)c1ccc2c(c1)OCO2 (stereo not drawn)	?	10.0	1.08	?
COc1ccc(CNC(=O)c2cnn3c(C(F)F)cc(C)nc23)cc1OC	-27.0	1.0	1.06	4.0
Cc1c(C(=O)N2CCOCC2)sc2ncn(CC(=O)N3CCC(C)CC3)c(=O)c12	-9.0	6.0	0.91	2.0
O=C(Nc1cccnc1)c1ccc2c(c1)OCO2	0.5	15.0	1.06	5.0
SMILES	VLA-4 antagonist	LNCaP diff act	Jurkat autofluor	VLA-4 agonist
COc1ccc2c(CCNC(=O)c3ccco3)c[nH]c2c1	?	11.0	1.22	?
COc1ccc2c(c1)CCc1c(C(=O)N3CCc4ccccc4C3)noc1-2	-8.0	10.0	1.01	0.0
CCCNC(=O)c1cc(-c2ccc(Br)cc2)on1	-3.0	11.0	1.06	0.0
Cc1nn(-c2ccccc2)c(C)c1/C=N/O	-19.0	10.0	0.96	2.5
Cc1ccc(N2CCN(S(=O)(=O)N(C)C)CC2)c(C)c1	-2.0	7.0	0.96	6.5
Cc1ccccc1NC(=O)CN1CCC(NC(=O)Nc2ccccc2)CC1	-5.0	6.0	1	-3.7
CC1=C(c2ccc(Cl)cc2)[N+](=O)C(C)(C)N1[O-]	-7.5	13.0	1.02	2.5
COc1ccccc1OCC(=O)Nc1cccc(-c2nc3ccccc3o2)c1	-5.5	6.0	0.99	1.5
CCOC(=O)c1nn(-c2sc(C(=O)OC)c(C)c2C(=O)OC)cc1O	-16.0	18.0	1.07	7.5
CCC1=C/C(=C/N(C)c2ccccc2)C(=O)S1	?	8.0	1.71	?
Cc1ccc(-c2nc3ncccc3o2)cc1NC(=O)c1ccco1	-12.5	4.0	0.94	8.0
O=C(Cc1cccs1)N(c1ccc(Cl)cc1)C1C=CS(=O)(=O)C1 (stereo not drawn)	-8.0	8.0	1.17	-1.0
Cc1cc(-c2nc3ncccc3o2)ccc1NC(=O)CC(C)C	8.0	1.0	0.97	-6.0
O=C1c2ccccc2C(Nc2ccc3nc(-c4cccnc4)[nH]c3c2)N1Cc1ccco1 (stereo not drawn)	7.0	8.0	1.16	-7.3
CCOc1ccc(C2/C(=C(/O)c3ccccc3)C(=O)C(=O)N2CCCN(C)C)cc1OC (stereo not drawn)	-31.0	15.0	1.01	-1.0
CC(=O)c1cccc(NC(=O)c2cc(-c3ccc(F)cc3)on2)c1	-3.0	5.0	1.01	3.0
Clc1ss/c(=N\c2ccccn2)c1Cl	3.0	4.0	1.11	-1.0
O=S(=O)(Nc1nc2ccccc2nc1NCc1ccco1)c1cccs1	-11.3	4.0	1.07	3.7
CSC1=NCCN1C(=O)Cc1cccs1	12.0	4.0	1.02	2.0
CCN1CCCC1CNC(=O)C1c2ccccc2C(=O)N(CCOC)C1c1ccc(F)cc1 (stereo not drawn)	5.0	5.0	1.06	0.0
COCCn1nnnc1C(c1cc2cc(OC)ccc2[nH]c1=O)N1CCC(Cc2ccccc2)CC1 (stereo not drawn)	?	7.0	1.29	?
COc1ccc(Cc2nc(-c3ccc(-n4cccc4)cc3)no2)cc1OC	-9.0	28.0	1.12	-8.0
CN(CCCNC(=O)C1CCN(S(=O)(=O)N2CCC3(CC2)OCCO3)CC1)Cc1ccccc1	-17.0	8.0	1.09	-7.0
COC(=O)c1cc2oc(C)cc2n1CC(=O)Nc1cc(C)cc(C)c1	-14.0	8.0	1.15	0.0
CC1CCN(C2CC(=O)N(c3ccc(Br)cc3Br)C2=O)CC1 (stereo not drawn)	-10.0	2.0	1.12	3.0

3 neighbouring compounds out of the list so far, for reference:
SMILES	VLA-4 antagonist	LNCaP diff act	Jurkat autofluor	VLA-4 agonist
CN(CCCNC(=O)C1CCN(S(=O)(=O)N2CCC3(CC2)OCCO3)CC1)Cc1ccccc1	-17.0	8.0	1.09	-7.0
COC(=O)c1cc2oc(C)cc2n1CC(=O)Nc1cc(C)cc(C)c1	-14.0	8.0	1.15	0.0
CC1CCN(C2CC(=O)N(c3ccc(Br)cc3Br)C2=O)CC1 (stereo not drawn)	-10.0	2.0	1.12	3.0

By substructure, the entries above containing a tert-butyl group
SMILES	VLA-4 antagonist	LNCaP diff act	Jurkat autofluor	VLA-4 agonist
CC(C)(C)n1ncc2c(=O)n(CC(=O)N3CCc4ccccc43)cnc21	14.7	9.0	1.07	3.8
CC(C)(C)OC(=O)N1CC=C2C(C#N)=C(N)C(C#N)(C#N)C(c3cccs3)C2C1 (stereo not drawn)	?	6.0	2.05	?

New compounds follow:
SMILES	VLA-4 antagonist	LNCaP diff act	Jurkat autofluor	VLA-4 agonist
Cn1c(=O)n(Cc2ccccc2)c(=O)c2c1nc(NCC1CCCO1)n2Cc1ccccc1 (stereo not drawn)	20.0	4.0	1.07	-4.0
CN1C(=O)CSc2ccc(NC(=O)NCc3cccnc3)cc21	1.0	4.0	1.14	-9.0
COc1ccc(N(CC(=O)NCc2ccco2)S(=O)(=O)c2c(C)nn(C)c2C)cc1	3.0	8.0	0.92	-2.0
CN(C)CCCN1C(=O)c2oc3ccccc3c(=O)c2C1c1cccs1 (stereo not drawn)	?	1.0	1.27	?
Cc1ccc(-c2[nH]nc3c2C(c2ccoc2)C(C#N)=C(N)O3)cc1C (stereo not drawn)	-4.5	21.0	1.15	-11.5
COc1ccc(S(=O)(=O)N2CCCC2C(=O)Nc2ccc(C)cc2)cc1 (stereo not drawn)	-18.0	8.0	1.02	2.5
CSc1nncc(-c2ccc(F)c(F)c2)n1	-14.0	12.0	0.97	-4.5
Cn1c(C(=O)N2CCc3ccccc32)cc2c(=O)n3ccccc3nc21	13.0	9.0	1.15	1.0
CN(C)CCn1c(C(=O)O)cc2ccccc21	-4.0	10.0	1.03	4.0
CCOc1ccccc1-n1cnc2cc(C(=O)NCc3ccco3)ccc21	-14.0	8.0	1.05	4.0
CCOC(=O)c1nn(-c2ccc(OC)cc2)c(=O)c2c(NC(=O)c3ccco3)scc12	-3.0	16.0	1	0.0
O=C(c1cnsn1)N1CCN(c2ccccn2)CC1	0.5	13.0	1.02	-2.0

Looked up by compound from the entries so far:
SMILES	VLA-4 antagonist	LNCaP diff act	Jurkat autofluor	VLA-4 agonist
O=C(c1cnsn1)N1CCN(c2ccccn2)CC1	0.5	13.0	1.02	-2.0
Cc1ccc(-c2[nH]nc3c2C(c2ccoc2)C(C#N)=C(N)O3)cc1C (stereo not drawn)	-4.5	21.0	1.15	-11.5
COc1ccc(S(=O)(=O)N2CCCC2C(=O)Nc2ccc(C)cc2)cc1 (stereo not drawn)	-18.0	8.0	1.02	2.5
Cn1c(=O)n(Cc2ccccc2)c(=O)c2c1nc(NCC1CCCO1)n2Cc1ccccc1 (stereo not drawn)	20.0	4.0	1.07	-4.0
CN(C)CCn1c(C(=O)O)cc2ccccc21	-4.0	10.0	1.03	4.0

Assay outcomes from PubChem BioAssay.
